TTR transcr act = TTR transcription activation, primary screen | AID 1117267 | SH-SY5Y TTR promoter Gaussia luciferase, luminescence; 100% = recombinant luciferase protein wells | activation, % at 16.7 µM | 92,000 tested, 1.3% active;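 active = activation above the mean of all tested compounds plus 3 SD, cut at about 9.5% in these data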;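 also: cells exposed to compounds for one day before reading; 0% = median of all test compound wells on the plate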
Numbers without * were called inactive. Not all compounds are listed; count on the stated rates, not on these rows.

canonical_smiles,TTR transcr act
O=C1c2ccccc2C(=O)N1CCc1nc2ccccc2c(=O)n1-c1ccccn1,9.1
CN(C)CCCNC(=O)CC1C[C@H](C(=O)N2CCCCC2)[C@@]2(CCc3ccccc3)c3[nH]c4ccccc4c3CCN2C1=O (stereo not given in full),0.7
O=C(/C=C/c1ccccc1)Nc1cccc(C(=O)N2CCCCC2)c1,-1.3
COc1cccc2c1-c1c(C(=O)O)cccc1C2=O,-0.1
Cc1ccc(C)c(NC(=O)CSc2nc3c(oc4ccccc43)c(=O)n2-c2ccccc2)c1,-0.7
CCOC(=O)Cc1csc(NC(=O)CSc2nnc3ccccn23)n1,-2.5
COCCN1C(=O)CCC1(C)C(=O)NC(C)(C)C (stereo not given),0.1
COc1ccc(-n2c(=O)c3c(C)c(C)sc3n(Cc3cccc(F)c3)c2=O)c(OC)c1,-2.2
O=C(Nc1ccc(F)c(Cl)c1)Nc1cnccn1,-1.0
COc1ccccc1CC(=O)NCC(c1ccco1)N1CCCCC1 (stereo not given),0.4

(more compounds)
canonical_smiles,TTR transcr act
CCCCCCCNC(=O)COc1ccc2c(c1)C(=O)CC(C)(C)O2,-2.1
CC1=NN(Cc2c(C)nn(Cc3ccccc3)c2C)C(C)(C)C1,-1.5
O=[N+]([O-])c1ccc2nc(-c3ccncc3)[nH]c2c1,2.7
N#Cc1c(-c2ccccc2)nc(SCC(=O)Nc2ccccc2F)[nH]c1=O,-0.5
CCOc1ccccc1N1CCN(C(=O)CSc2ccc3c(c2)OCCO3)CC1,-0.1
O=C(OCC(=O)N1N=C(c2ccc(Cl)cc2)CC1c1ccco1)c1cccnc1 (stereo not given),-0.7
COc1ccccc1Cc1c(-c2ccc(OC)c(OC)c2)nc2ccc(C)cn12,2.9
NC(=O)c1sc2nc3c(c(-c4ccco4)c2c1N)CCC3,0.0
CSc1ccccc1NC(=O)COC(=O)CCC(=O)c1ccc(F)cc1,-1.1
O=C1OCc2ccc(NC(=O)c3sccc3Cl)cc21,2.6

Other structures follow:
canonical_smiles,TTR transcr act
CN(C)Cc1ccc(F)cc1Sc1ccc(Cl)cc1Cl,-0.6
O=C(O)CN(c1ccccc1)S(=O)(=O)c1cc(C(F)(F)F)cc(C(F)(F)F)c1,4.9
Cn1c(=O)c2c(nc(Sc3nc4ccccc4n3CC(=O)N3CCCCC3)n2C)n(C)c1=O,1.2
COc1cc(C(=O)Nc2nc(C)cc(C)n2)cc(OC)c1OC,-1.0
CCOc1ccc(CCn2c(-c3ccco3)nc3ccccc3c2=O)cc1OCC,-2.1
Cc1cccc(OCC(=O)Nc2ccc(N3CCN(S(C)(=O)=O)CC3)cc2)c1,-1.6
CCc1ccc(OCC(=O)NC(NC(=S)Nc2ccccc2OC)C(Cl)(Cl)Cl)cc1 (stereo not given),-0.2
C/C(=N\O)C(=O)Nc1ccccc1,0.1
COCCn1c(SCC(=O)Nc2ccc(C)cc2C)nc2c(oc3ccccc32)c1=O,-0.6
COC(=O)c1c(NC(NC(C)=O)C(Cl)(Cl)Cl)sc2c1CCCC2 (stereo not given),-1.1

Later entries
canonical_smiles,TTR transcr act
Cn1cc(CCNC(=O)CC2C(=O)NCCN2Cc2cccc(Oc3ccccc3)c2)cn1 (stereo not given),1.4
Cc1ccc(S(=O)(=O)n2cccc2C)cc1,3.8
O=C(Nc1ccccc1)c1ccc(OC(=O)c2ccccc2)cc1,-1.6
O=C(CN1C(=O)S/C(=C/c2cc(Br)cs2)C1=O)N1CCOCC1,-0.3
O=C(NCC(=O)N(Cc1cccs1)C(C(=O)NC1CCCCC1)c1ccco1)c1cccs1 (stereo not given),-2.1
O=C(CSc1nnc2c(n1)[nH]c1ccc(F)cc12)OCc1ccccc1,-1.2
CCCCc1nnc(SCc2ccc(OCC)cc2)n1N,-1.4
O=C(CSc1nnc(-c2ccncc2)n1Cc1ccccc1)Nc1nccs1,1.7
O=C(c1cc(Cl)cc(Cl)c1)N1CCC2CC1c1cc(-c3ccc4c(c3)OCO4)ccc12 (stereo not given),-1.1
CCCCN(C)CCNC(=O)C1CCCN(S(=O)(=O)c2cccc3nsnc23)C1 (stereo not given),14.2*

Exported field by field: part of the list above.
O=C(CN1C(=O)S/C(=C/c2cc(Br)cs2)C1=O)N1CCOCC1
  TTR transcr act = -0.3
O=C(NCC(=O)N(Cc1cccs1)C(C(=O)NC1CCCCC1)c1ccco1)c1cccs1 (stereo not given)
  TTR transcr act = -2.1
O=C(CSc1nnc2c(n1)[nH]c1ccc(F)cc12)OCc1ccccc1
  TTR transcr act = -1.2
CCCCc1nnc(SCc2ccc(OCC)cc2)n1N
  TTR transcr act = -1.4

(next part)
canonical_smiles,TTR transcr act
Cn1cccc1/C=N/NC(=O)c1cc(-c2cccs2)nc2ccccc12,-2.0
O=C(c1cc2c(s1)CCCCC2)N1CCN(c2ncccn2)CC1,-1.9
COc1ccc(NC(=O)COC(=O)CC2CCCCC2)cc1,1.3
Cc1ccc(S(=O)(=O)c2c(COC(=O)c3cccc(Cl)c3)c(-c3ccccc3)nn2C)cc1,0.8
Cc1ccccc1NC(=S)NC(NC(=O)COc1ccccc1)C(Cl)(Cl)Cl (stereo not given),-1.4
CCOC(=O)N1CCN(C(=O)/C=C/c2ccc(C(C)(C)C)cc2)CC1,-1.0
O=C1CCC(C(=O)N2CCCC(C(=O)c3ccc4c5c(cccc35)CC4)C2)=NN1 (stereo not given),1.4
COc1ccc(C2=NN(C(=O)c3cccs3)C(c3ccccc3O)C2)cc1 (stereo not given),-1.4
CCc1ccc2[nH]c3nc(N/N=C/c4ccc(O)cc4O)nnc3c2c1,-1.7
Cc1ccc(SCCN2CCC(O)CCC2=O)cc1 (stereo not given),23.0*

Carrying on:
canonical_smiles,TTR transcr act
C=CCOC(=O)/C(=C/c1ccco1)NC(=O)/C=C/c1ccccc1,7.8
CC(=O)c1ccc(NC(=O)C(Cc2ccccc2)NC(=O)c2ccco2)cc1 (stereo not given),3.4
COc1ccc(-c2[nH]ncc2CNC(C)c2ccccc2Cl)cc1F (stereo not given),2.0
CCOC(=O)c1ccc2nc(Nc3nc4ccc(F)cc4s3)sc2c1,1.0
COc1ccc(CCN2CC(C(=O)NCc3c(C)n[nH]c3C)CCC2=O)cc1 (stereo not given),2.9
COc1ccccc1NC(=O)C(C)OC(=O)CCC1CCCCC1 (stereo not given),-1.7
COc1cc(C(C)=O)ccc1OCC(O)CN1CCN(S(=O)(=O)c2ccccc2)CC1 (stereo not given),0.5
CC(C#N)OC(=O)c1cccnc1SCC(=O)Nc1ccc2c(c1)OCO2 (stereo not given),2.5
COc1cccc(-c2cc(NC(C)=O)c3ncc(-c4ccc(OC)c(OC)c4)n3c2)c1,0.6
COc1ccc(/C(N)=N/OC(=O)c2cccs2)cc1,-2.0

The listing continues:
canonical_smiles,TTR transcr act
COC(=O)c1ccc(OCCOc2ccc(C(=O)OC)cc2)cc1,1.4
CCOC(=O)C1=C(C)N(C)C(=O)NC1c1cccc2ccccc12 (stereo not given),-0.8
CCOc1ccccc1OCC(=O)Nc1cccc(S(=O)(=O)NC2=NCCCCC2)c1,0.7
CCS(=O)(=O)N1Cc2ccccc2CC1C(=O)N(C)Cc1ccc(OC)cc1OC (stereo not given),5.8
Cc1cc(SCC(=O)OCC(=O)NCc2ccc3c(c2)OCO3)c(C)cc1Br,0.0
CCC(CO)Oc1cc(NC(=O)c2ccccc2F)c2ncn(C(C)C)c2c1 (stereo not given),-1.8
Clc1ccc(CCNc2ncnc3c2nnn3Cc2ccccc2)cc1,0.2
Cc1cc(C)n2nc(SCC(N)=O)nc2n1,0.6
CCOC(=O)c1nonc1NC(C)=O,-0.7
C[C@@H]1CCN(C2CC2)S(=O)(=O)c2c(cccc2N2CC[C@H](O)C2)O1,-1.1

Carrying on:
canonical_smiles,TTR transcr act
CCOC(=O)C(=O)Nc1ccc(Oc2ccccc2)cc1,-0.2
O=C(Nc1ccc(Br)cc1Cl)NC1CC1,1.6
CN(CC(=O)Nc1ccccc1Cl)C(=O)CN1C(=O)C2CC=CCC2C1=O (stereo not given),-1.2
C[C@@H](NS(=O)(=O)c1c(F)cccc1F)c1ccccc1,-1.2
COc1ccc(CCNC2CC(=O)N(CCc3ccc(OC)c(OC)c3)C2=O)cc1 (stereo not given),5.6
CN1CCN(C(=O)c2cn(-c3ccccc3)nc2-c2cccnc2)CC1,5.2
CC(C)Cc1nc2n[nH]c(N)c2c2c1COC(C)(C)C2,-0.4
O=[N+]([O-])c1ccc(Cl)c2cccnc12,-2.2
CCCCN(CCCNC(=O)C1CCN(C(=O)c2cc3sccc3n2C)CC1)Cc1ccccc1,1.8
CCN(CC(=O)NCc1cccs1)C(=O)c1ccc(N(C)S(=O)(=O)c2ccc(C)cc2)cc1,-0.6

(listing goes on)
canonical_smiles,TTR transcr act
C[C@H](CO)N1C[C@H](C)[C@H](CN(C)C(=O)NC2CCCCC2)Oc2ncc(Br)cc2C1=O,-0.5
Cc1ccc2cc(S(=O)(=O)NCCCC(=O)O)ccc2c1,5.2
CC(C)NC(=O)Cn1c(SCC(=O)N2CCCCCC2)nc2ccccc21,4.2
COc1ccc(C=NNc2ccc([N+](=O)[O-])cn2)cc1,-0.9
COc1ccc(CNC(=O)CCSCc2ccccc2C)cc1,-0.3
Nc1nc(C(F)(F)F)cc(=O)[nH]1,7.2
C=CCn1c(SCC(=O)NC2CC2)nnc1-c1cccs1,-1.4
O=C1CCN(CCc2ccccc2)CCN1[C@H](COc1ccccc1)Cc1ccccc1,-3.2
O=C(CSc1nc2scc(-c3ccccc3)c2c(=O)[nH]1)Nc1ccccc1,1.0
CCCC[C@H](C(=O)N(C)c1cccc(OC)c1)[C@@H](O)c1ccc(C(C)=O)cc1,-0.8

More structures follow:
canonical_smiles,TTR transcr act
O=C(CCn1cccc(C(F)(F)F)c1=O)Nc1cccc(C(F)(F)F)c1,0.3
C[C@@H]1CN([C@H](C)CO)C(=O)c2cc(Br)cnc2O[C@@H]1CN(C)C(=O)Nc1cccc(F)c1,5.6
Cn1cc(CN2CCC(C(=O)N3CCCCC3)CC2)c(-c2ccccc2F)n1,-0.4
CCOc1cc(C=O)ccc1OCc1cc(=O)n2cc(C)ccc2n1,-1.5
COCCN(CC(=O)Oc1ccccc1P(=O)(OC)OC)Cc1ccccc1,-0.8
O=C(N/N=C\c1cccs1)c1sccc1-n1cccc1,-0.2
O=C(OCC(=O)N1CCCc2ccccc21)c1ccc(S(=O)(=O)C(F)F)cc1,-0.3
COC(=O)c1ccc(SC)cn1,-1.3
O=C(COC(=O)C1CCCC1)NCc1ccc(Cl)cc1,0.7
CCCCNC(=O)C(C)N(CCN(C)C)C(=O)CCCN1C(=O)NC(c2ccc(Cl)cc2)C(C(=O)OCc2ccccc2)=C1C (stereo not given),-2.1

Four entries from above, field by field:
O=C(CCn1cccc(C(F)(F)F)c1=O)Nc1cccc(C(F)(F)F)c1
- TTR transcr act: 0.3
C[C@@H]1CN([C@H](C)CO)C(=O)c2cc(Br)cnc2O[C@@H]1CN(C)C(=O)Nc1cccc(F)c1
- TTR transcr act: 5.6
Cn1cc(CN2CCC(C(=O)N3CCCCC3)CC2)c(-c2ccccc2F)n1
- TTR transcr act: -0.4
CCOc1cc(C=O)ccc1OCc1cc(=O)n2cc(C)ccc2n1
- TTR transcr act: -1.5

Next results.
canonical_smiles,TTR transcr act
CCCCCC(=O)N1C[C@H](n2cc(COC(=O)c3ccccc3)nn2)[C@@H](O)C[C@@H]1c1ccc(C)cc1,-2.5
Cc1ccc(CN(C)C[C@@H]2OCc3cnnn3CCCC(=O)N([C@H](C)CO)C[C@H]2C)cc1,-0.1
CCOC(=O)c1ccc(NC(=O)CN2C(=O)CSCC2=O)cc1,3.4
S=c1[nH]cc(-c2ccc(Cl)cc2)n1-c1ccccc1,-1.1
Cc1ccc(CNc2ccc3c(c2)ncn3C(C)(C)C)cc1,3.8
CC(=O)C1=C(O)C(=O)N(CCN2CCOCC2)C1c1ccc(N(C)C)cc1 (stereo not given),-0.9
O=C(O)C1CCN(C(=O)c2ccccc2C(=O)N2CCC(C(=O)O)CC2)CC1,-0.8
Cc1cccc(OCC(=O)OC(C)CN2CCCCC2)c1 (stereo not given),-0.2
CCCC(=O)Nc1cc(C)c(NC(=O)c2ccco2)cn1,7.0
Cc1ccc(-c2noc(CN3CCC(C(N)=O)CC3)n2)cc1,2.3

Following part:
canonical_smiles,TTR transcr act
CC(C)(C)OC(=O)N1CCC(NC(=O)c2nc[nH]c2C(=O)NCC(=O)OCc2ccccc2)CC1,-2.3
c1coc(C2OCC3(CO2)COC(c2ccco2)OC3)c1 (stereo not given),-5.5
C[C@@H]1CN([C@H](C)CO)C(=O)c2cc(-c3ccc(C(=O)N(C)C)cc3)cnc2O[C@@H]1CN(C)C(=O)c1cccnc1,5.8
Cc1c(C(C)(C)C)s/c(=N/S(=O)(=O)c2ccccc2)n1C,-2.0
O=C(c1ccc2nc(N3CCOCC3)sc2c1)N1CCCC1,-0.3
COc1ccc(C(=O)Nc2c(Cl)cc(Cl)cc2C(=O)N2CCOCC2)cc1,-0.5
Cc1ccc(CCNC(=O)C2CCN(S(=O)(=O)c3cccc4cccnc34)CC2)cc1,-2.1
CCOC(=O)C1CN(S(=O)(=O)c2ccc(Cl)cc2)c2cc(S(=O)(=O)CC)ccc2O1 (stereo not given),0.6
Cc1ccc(N=Cc2c(O)ccc3ccccc23)cc1F,-1.8
CCCc1nc2ccccc2c(C(=O)OCC(=O)NC2CC2)c1CC,-0.3
COc1ccc(CCNC(=O)COC(=O)Cc2c[nH]c3ccccc23)cc1OC,5.3
CCCCSc1nn[nH]n1,4.7
Oc1ccc(-c2ccccc2F)c2cccnc12,-0.9
